Screening results as filed in PubChem.
Tb hexokinase: blocks Trypanosoma brucei hexokinase 1 activity; recombinant TbHK1, G6PDH-coupled NADH A340; inhibition, % at 10 µM; 220,000 tested, 0.11% active; AID 1430;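 active = inhibition of 50% or more in the single-dose primary screen; inactive = inhibition below 50%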
NCF1 inh: blocks human p47phox regulatory protein of NADPH oxidases | inhibition, % at 24.7 µM | AID 1274 | p47phox/p22phox peptide binding, fluorescence polarization, 2 h | 220,000 tested, 0.53% active;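 active = inhibition above about 30%, limit read from the data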;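 also: 0% = p47phox with labelled peptide and 100% = labelled peptide alone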
m-calpain inh: inhibitors of pig calpain II; inhibition, % at 16 µM; 220,000 tested, 0.37% active; purified calpain II, fluorogenic peptide substrate, 30 min;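 active = inhibition above about 50%, limit read from the data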
RBBP9 inhibitor: blocks human serine hydrolase RBBP9. recombinant RBBP9, FP-Rh probe fluorescence polarization. 220,000 tested, 0.2% active. inhibition, % at 7.94 µM. O75884;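 active = inhibition above the campaign mean of all tested compounds plus 3 SD, cut at about 14% in these data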;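 also: plate controls were DMSO wells with RBBP9 for no effect and wells lacking RBBP9 protein for full effect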
Target sequence (O75884 whole entry, looked up): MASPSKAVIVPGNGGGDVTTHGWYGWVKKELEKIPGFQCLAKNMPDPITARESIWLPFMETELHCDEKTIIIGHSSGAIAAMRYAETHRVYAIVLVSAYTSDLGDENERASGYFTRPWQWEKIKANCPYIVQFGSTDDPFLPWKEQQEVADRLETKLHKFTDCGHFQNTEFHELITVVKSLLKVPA
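System: RBBP9 protein | Quantity: 2.5 µM RBBP9 dispensing solution, before mixing | Reagent: FP-Rh probe, 375 nM dispensing solution | Timing: Enzyme-compound preincubation 30 min, then probe labeling 45 min, 25 °C | Measured by: Fluorescence polarization | Read-out: % inhibition | Replication: One well per compound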
EBV gp42 block: inhibitors of Epstein-Barr virus glycoprotein 42. Q1HVG2. Fluorescence polarization binding assay, mP read-out. inhibition, % (tested at 21.74 µM). 220,000 tested, 0.42% active; in the data active = inhibition above about 50%
Furin inhibitor: blocks human furin protease activity. AID 463115. inhibition, % at 30 µM. purified furin, fluorogenic substrate cleavage. 220,000 tested, 0.061% active. P09958; in the data active = inhibition above about 25%; also: inactives centre near -15
Runt-CBFb FRET: Runt domain-CBFb interaction inhibition. 220,000 tested, 0.46% active. Cerulean-Runt/Venus-CBFb FRET ratio 530/480, 1 h. inhibition, % at 20 µM. Q01196+Q13951;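 active = inhibition over about 50% at 20 µM in the single-dose screen, limit read from the data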;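 also: 0% = DMSO wells and 100% = excess unlabeled CBFb competitor control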
Target sequence (Q01196 whole entry, looked up, the tested form may be a part): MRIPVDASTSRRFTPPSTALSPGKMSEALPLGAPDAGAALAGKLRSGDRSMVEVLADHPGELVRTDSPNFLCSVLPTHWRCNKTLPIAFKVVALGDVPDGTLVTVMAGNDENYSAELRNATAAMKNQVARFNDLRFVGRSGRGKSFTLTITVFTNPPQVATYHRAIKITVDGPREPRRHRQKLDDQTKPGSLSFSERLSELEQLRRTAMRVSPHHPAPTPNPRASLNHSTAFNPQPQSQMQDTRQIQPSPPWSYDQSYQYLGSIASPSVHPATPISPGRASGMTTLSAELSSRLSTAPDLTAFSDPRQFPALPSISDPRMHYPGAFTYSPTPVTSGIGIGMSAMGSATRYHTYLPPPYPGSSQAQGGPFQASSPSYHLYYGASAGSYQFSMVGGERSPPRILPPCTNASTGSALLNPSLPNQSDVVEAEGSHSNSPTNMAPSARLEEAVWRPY
Target sequence (Q13951 whole entry, looked up, the tested form may be a part): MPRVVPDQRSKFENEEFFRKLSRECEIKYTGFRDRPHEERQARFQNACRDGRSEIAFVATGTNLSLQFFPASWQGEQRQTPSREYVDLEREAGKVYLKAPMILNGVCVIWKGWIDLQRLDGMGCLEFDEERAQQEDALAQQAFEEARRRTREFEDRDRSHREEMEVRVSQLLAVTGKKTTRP
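Buffer or medium: Tris pH 7.5 buffer with BSA. Assay system: Cerulean-labeled Runt domain protein. Amount: each fluorescent fusion protein 100 nM. Read-out basis: loss of energy transfer signal. Incubation: 1 h compound exposure, room temperature. Probe or stimulus: Venus-CBFb binding partner, 100 nM. Detection: FRET, excitation 422 nm, emission at 530 and 480 nm.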
p97 ATPase inh: inhibitors of human p97 ATPase; inhibition, % at 8 µM; AID 1481; recombinant p97 ATPase, Kinase-Glo ATP luminescence, 3 h; 220,000 tested, 0.42% active; in the data active = inhibition above about 15%;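 also: 0% = DMSO vehicle and 100% = wells lacking enzyme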
Runt-SMMHC FRET: blocks binding of human RUNX1 Runt domain to CBFb-SMMHC | 220,000 tested, 0.74% active | Cerulean-Runt/Venus-CBFb-SMMHC FRET ratio 530/480, 1 h | Q01196+Q13951 | inhibition, % at 20 µM;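 active = mean inhibition across duplicate retests at 20 µM reaching about 50%, limit read from the data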;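 also: 0% = DMSO wells and 100% = wells with excess untagged CBFb-SMMHC; inhibitors lower the FRET ratio by blocking Runt binding to CBFb-SMMHC; some results filed as inactive read as strong as hits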
The depositor's hits bear a star; x = no result given; [ ] = remark or other dose. Outcome played no part in choosing rows (roughly 2.7% active in at least one column).

SMILES	Tb hexokinase	NCF1 inh	m-calpain inh	RBBP9 inhibitor	EBV gp42 block	Furin inhibitor	Runt-CBFb FRET	p97 ATPase inh	Runt-SMMHC FRET
CCCCCCC(=O)Nc1ccc(C(=O)N2CCCC2)cc1	-5	-9	5	2	-9	-9[20 µM]	2	-1	2
COc1ccc2[nH]c3c(c2c1)CN(C)CC3	-3	-7	0	1	5	-14	-2	5	0
COc1ccc(C(=O)c2ccc(CC(=O)O)s2)cc1	-20	12	0	7	-1	-13	2	6	1
COc1ccc(NS(=O)(=O)c2cc(OC)ccc2NC(=O)c2cc(C)oc2C)cc1	-1	-15	-38	-7	4	-30	5	8	-2
COCCNC(=O)c1ccc(NC(=O)C2(c3ccccc3)CCCC2)cc1	-1	-12	10	-3	-11	-20	-1	2	0
COc1ccc(NC(=S)NC2CCCCC2)cn1	-4	1	3	-5	-6	-8	-2	1	3
O=S(=O)(c1ccc(F)cc1)c1nc(-c2ccco2)oc1Nc1ccc(F)cc1	-4	-20	4	-10	-4	-16	-1	3	4
Cc1ccccc1NC(=O)c1nc[nH]c1C(=O)NCc1ccccc1	6	5	5	8	-19	6[20 µM]	1	1	-5
O=C(Nc1ccccc1)NC1(C(=O)NCCCN2CCOCC2)CCCCC1	-3	3	-29	2	-13	-6	-2	7	-2
Cc1nn(C)c(C)c1NC(=O)CSc1nc(Cc2ccccc2)nc2c1cnn2-c1ccccc1	-12	x	x	-4	x	-22[20 µM]	x	8	x
Cc1ccc(NC(=O)COc2cccnc2[N+](=O)[O-])cc1S(=O)(=O)N1CCCCC1	-1	-23	30	-11	-12	-28	0	4	4
Cc1ccc(-n2nc(C)c3cc(C(=O)O)sc32)cc1	3	-2	-22	-7	7	-13[20 µM]	0	6	0
CCOC(=O)Nc1cc(C)ccc1OC	-3	-11	-12	-4	-26	-12[20 µM]	1	3	-9
COc1ccc(CN2CN(C(C)C)CSC2=S)cc1	4	-15	-1	-1	-17	-23	1	5	-2
CC(NCc1ccc2c(c1)OCO2)C(=O)N1CCc2ccccc21 (centres undefined)	-2	-12	0	-2	-14	-23	1	-3	0
Cc1cccc(CN2C(=O)N/C(=C/c3cc(C)n(-c4ccccn4)c3C)C2=O)c1	-32	-7	-63	7	-9	-10[20 µM]	2	2	6
COc1cccc(/C=C2\CCc3ccccc3C2=O)c1	-10	-15	-20	5	2	-9	-5	-1	-1
Cc1cccc(N2CCN(C(=O)C3CCN(S(=O)(=O)c4cccc5cccnc45)CC3)CC2C)c1 (centres undefined)	-19	-19	-54	x	4	-18	1	x	-2
CNC(=S)Nc1sc2c(c1C(=O)OC)CCC2	-19	4	12	13	-5	-21	13	4	11
COc1ccc(N2CCN(C(=O)Nc3cccc(C(F)(F)F)c3)CC2)cc1	1	-5	5	-2	3	-15[20 µM]	1	-4	0
CCC(C)(C)NC(=O)C(c1ccc(O)cc1)N(C(=O)Cn1nnc2ccccc21)c1ccc(NC(C)=O)cc1 (centres undefined)	-5	5	-24	-7	-22	-23	0	3	2
O=C(Cc1cccc2ccccc12)N/N=C/c1ccc(Sc2nc3ccccc3s2)o1	-19	-11	-4	-21	-5	-12[20 µM]	x	0	-1
Cc1cc[n+](-c2[nH]c(=O)sc2/C=N/N=C(\[O-])c2ccccc2)cc1	-64	-14	31	-3	24	7	2	1	-1
O=C(Cc1ccccc1F)Nc1nc(-c2cccnc2)cs1	-3	-27	20	-2	-12	-25	4	3	-6
CCC(C)NC(=O)N[C@@H](Cc1ccccc1)C(=O)O (some centres undefined)	0	-7	-17	0	-4	-6	2	-1	0
O=C(NCCCN1CCOCC1)c1ccc(CNS(=O)(=O)c2ccc(Br)cc2)cc1	-1	2	1	-2	-9	-23	-4	3	1
O=C(CSc1nnc(Cc2ccccc2)o1)Nc1ccccc1	-1	-3	-1	-6	-4	-16	-2	-2	-2
O=C(O)CCN1C(=O)c2ccc(NC(=O)C(c3ccccc3)c3ccccc3)cc2C1=O	-16	-23	-262	-2	-13	-21	1	4	-4
COc1ccc(NC(=O)Nc2cccnc2)cc1	0	-1	1	-2	5	-7	0	3	0
CCOc1ccccc1N(CC(=O)Nc1ccc(C)cc1)S(C)(=O)=O	-3	-17	-12	-2	-18	-24	-2	2	2
Cc1cc(=O)n(C)c(=O)n1CCCCOc1ccc([N+](=O)[O-])cc1	-5	0	14	-11	-11	-2	0	-1	1
S=C(N=Nc1ccccc1)NNc1ccccc1	-2	-12	4	2	0	-5	-1	9	3
Cc1c(-c2ccc(O)cc2)nc2nc(-c3ccccc3)c(-c3ccccc3)nn12	-60	-67	-16	-4	2	-17	-3	0	-84
Cc1ccc2c(c1)NC(=O)C(CC(=O)NCCN(C)C)O2 (centres undefined)	-4	-16	-35	-4	1	-33	2	-3	-4
O=S(=O)(c1cc(F)cc(F)c1)N1CCN(c2ncccn2)CC1	1	-2	2	1	0	-9	-1	-4	0
COc1ccc(C(=O)OCC(=O)Nc2ccc(F)c(F)c2)cc1OC	-8	-6	-22	-15	-9	3[20 µM]	2	-4	-2
CC1CCC2(CC1)NC(=O)c1ccccc1O2 (centres undefined)	-1	-9	-11	-1	-17	-12	0	-3	0
CCn1c(=O)c2c(n3c(=S)[nH]nc13)-c1ccccc1CC21CCCCC1	-2	-5	-23	-2	10	-9	2	-5	0
CC(C)Cc1nnc(NC(=O)CCC(=O)N2CCN(S(=O)(=O)c3ccccc3)CC2)s1	30	-13	12	3	-9	-10	-2	-1	5
CCOC(=O)c1ccc(NC(=O)C2(c3ccc(OC)cc3)CCCC2)cc1	5	3	22	-8	6	-7[20 µM]	-2	-5	-1
CC(=O)Nc1cccc(C(=O)/C=C/c2ccc(Br)cc2)c1	16	-7	8	-11	-18	-3	-2	8	6
O=C(Nc1ccc(Br)cc1F)C1CCN(c2nnc(-n3cccc3)s2)CC1	-3	-27	-23	-10	-18	-9	1	1	-5
CSC(=S)N/N=C/c1ccc(Br)cc1	-1	4	27	-2	-1	-12	2	-4	3
CCOc1ccccc1-c1nn2c(Cc3ccccc3)nnc2s1	0	-3	-15	-11	-3	-1	-7	-11	-3
COC(=O)c1c(NC(=O)CN2CCCc3ccccc32)sc(C)c1C	36	-39	30	1	-20	-3	-2	3	1
O=S(=O)(c1cccc(C(F)(F)F)c1)N1CCN(C(=S)NC2CC2)CC1	31	4	3	-5	-3	-9	0	-6	2
CCOC(=O)c1c(N)nn(C(=O)c2ccccc2)c1-c1ccccc1	-1	-14	-29	-5	5	-18	-3	-5	0
Cc1c(NC(=O)c2ccc(Cl)s2)c(=O)n(-c2ccccc2)n1C	-2	0	26	5	-6	-21	-3	-4	0
N#CC1(C#N)C(C(N)=O)C1c1ccccc1 (centres undefined)	4	-8	5	2	-14	-11	-1	5	-10
CCC1Oc2ccc(C)cc2N(CC(=O)NCc2cccc(OC)c2)C1=O (centres undefined)	0	-18	-2	-5	-14	-14	-2	2	-8
Cc1ccc(C(=O)NC(Cc2c[nH]c3ccccc23)C(=O)O)o1 (centres undefined)	5	-33	-33	3	-6	-4[20 µM]	3	4	0
CN1C(=O)Cc2cc(S(=O)(=O)NCc3cccs3)ccc21	-3	-5	-4	-8	-18	-20	0	7	-2
CCc1nnc(SCc2ccc(OC)c(Br)c2)n1N	-1	-2	-12	-9	-18	-19	-3	8	-5
CCOC(=O)c1ccc(NC(=O)CSc2nnc(CNc3ccc(C)cc3)n2C)cc1	3	-7	17	6	-6	-23[20 µM]	-4	-2	2
O=C(c1cc2sccc2n1Cc1ccc(F)cc1)N1CCN(c2nc3ccccc3s2)CC1	-3	-22	-83	-8	-14	-12[20 µM]	1	-1	0
COc1cc(N(C)C)c([N+](=O)[O-])cc1C(=O)N1CCN(Cc2ccccc2)CC1	-2	-3	14	4	-1	-10	-3	0	-6
O=C(CSc1nnc(NC(=O)c2c(F)cccc2F)s1)Nc1ccc(F)cc1	2	-10	-1	3	-18	-26	x	3	x
O=C(c1ccc(Cl)cc1)C1CCCN(C(=O)/C=C/c2ccccn2)C1 (centres undefined)	-11	1	12	-7	-7	-25	-1	-1	-8
